M1 PAM parental: nonselective calcium activators in parental CHO-K1 cells, primary screen, counter-screen for M1 PAM project, cell-based, Fluo-8 calcium fluorescence, full deck, 1536-well | 360,000 compounds, 0.02% hits | activation, % at 3 µM | ATP EC20; 0% at ATP EC20, 100% at ATP max;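 active means activation above the run cutoff, the mean activation of all test compounds plus 3 SD, cut at about 40% in these data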;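 further: peak over basal fluorescence ratio in a 140 s read after ATP addition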
CHO parental Ca: ATP-evoked calcium signal inhibitors, parental CHO, primary screen, counter-screen for OX1R antagonist project, cell-based, fluorescence, Fluo-8 calcium dye | parental CHO-K1, ATP-induced calcium, Fluo-8 fluorescence | inhibition, % at 5.6 µM | 330,000 compounds, 0.63% hits;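 active means inhibition above that plate's mean sample inhibition plus 3 SD, cut at about 26% in these data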;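 further: 0% = ATP-challenged DMSO wells and 100% = DMSO wells without ATP; some compounds past the cut are filed as inactive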
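Material: parental CHO cells / Compound: single nominal dose of 5.6 µM per compound / Signal: Fluo-8 fluorescence / Replicates: singlicate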
TAAR1 antag: human TAAR1 antagonists, primary screen, Fluo-8 calcium fluorescence, CHO RD-HGA16 cells; Trace amine-associated receptor 1 (Homo sapiens), Q96RJ0; 360,000 compounds, 1.5% hits; antagonist; inhibition, % at 3 µM;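 active means inhibition above a per-plate cutoff, the mean inhibition of test compounds on that plate plus 3 SD, cut at about 49% in these data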;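 further: 0% = DMSO plus EC80 beta-PEA response and 100% = DMSO alone without agonist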
Target sequence (Q96RJ0 whole entry, looked up): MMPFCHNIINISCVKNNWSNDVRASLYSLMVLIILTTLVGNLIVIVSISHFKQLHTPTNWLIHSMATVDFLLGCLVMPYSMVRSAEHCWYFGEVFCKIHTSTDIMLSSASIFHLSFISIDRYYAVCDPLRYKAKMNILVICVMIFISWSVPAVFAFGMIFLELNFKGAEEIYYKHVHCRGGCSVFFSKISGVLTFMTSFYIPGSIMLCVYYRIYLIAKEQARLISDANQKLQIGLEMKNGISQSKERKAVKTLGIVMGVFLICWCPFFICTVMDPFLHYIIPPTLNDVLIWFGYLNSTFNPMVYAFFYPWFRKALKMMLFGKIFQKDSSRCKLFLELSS
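Test system – hTAAR1-expressing CHO RD-HGA16 cells, Gα16-coupled · Reagent – β-PEA at EC80 concentration, post-compound challenge · Compound dosing – 3 µM, single point · Timing – 140 s kinetic read after compound, 140 s after agonist · Detection – Fluo-8 intracellular calcium dye fluorescence, real-time kinetic reads · Control set – DMSO and EC80 PEA controls · Repeats – n of 1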
V1R ag counter: agonists of human V1a receptor, primary screen, counter-screen for OXTR agonist project, fluorescence, CHO-V1R cells; AID 2797, 2010; Fluo-8 calcium fluorescence, agonist mode; 0% DMSO, 100% 3 nM vasopressin; activation, % at 3 µM; Vasopressin V1a receptor (Homo sapiens), P37288; 320,000 compounds, 0.25% hits;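 active means activation above the mean activation of all tested compounds plus 3 SD, per screening run, cut at about 20% in these data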;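 further: signal is peak over basal fluorescence ratio across a 100 second FLIPR read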
Target sequence (P37288 whole entry, looked up): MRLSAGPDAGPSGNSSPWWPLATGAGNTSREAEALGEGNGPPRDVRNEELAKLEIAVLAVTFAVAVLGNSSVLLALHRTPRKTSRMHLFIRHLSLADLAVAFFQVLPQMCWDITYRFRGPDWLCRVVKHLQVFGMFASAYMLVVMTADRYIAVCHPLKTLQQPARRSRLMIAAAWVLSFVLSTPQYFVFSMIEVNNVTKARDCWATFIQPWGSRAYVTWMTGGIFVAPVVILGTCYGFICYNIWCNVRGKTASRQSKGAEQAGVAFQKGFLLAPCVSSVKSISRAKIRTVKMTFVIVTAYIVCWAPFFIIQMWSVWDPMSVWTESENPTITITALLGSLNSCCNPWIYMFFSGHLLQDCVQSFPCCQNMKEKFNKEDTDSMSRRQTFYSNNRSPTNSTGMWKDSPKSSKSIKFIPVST
OXTR potentiator: human OXTR potentiators, primary screen, fluorescence, CHO-OTR cells, Fluo-8 calcium | activation, % at 3 µM | 320,000 compounds, 0.061% hits | AID 2445, 2010 | Fluo-8 calcium fluorescence, potentiator mode; 0% = oxytocin EC15, 100% = EC100 | Oxytocin receptor (Homo sapiens), P30559;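 active means activation above that plate's cutoff, the mean activation of tested compounds plus 3 SD, cut at about 6.6% in these data, passing the limit was not always enough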;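 further: 100% uses oxytocin at 75 nM as the full agonist control; some results filed as inactive read as strong as hits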
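Replication – single well per compound, singlicate · Assay system – CHO cell line stably expressing human OTR · Timing – 6 min pre-incubation, 100 s read · Measure – normalized max/min fluorescence ratio, % activation · Doses – 3.0 µM, one dose · Detection – Fluo-8 calcium dye fluorescence · Probe or stimulus – oxytocin near EC15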
CHRM1 agonist: human M1 muscarinic receptor agonists, primary screen, Fluo-8 calcium fluorescence, CHO-K1 cells, HTS. activation, % at 3 µM. CHO-K1 hM1, agonist mode; 0% DMSO, 100% acetylcholine EC100. 360,000 compounds, 0.33% hits;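 active means activation above the run's mean compound activation plus 3 SD, cut at about 16% in these data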;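 further: peak over basal fluorescence ratio within a 140 s kinetic read after compound addition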
M1 ag parental: counter-screen for M1 agonists: effect in parental CHO-K1 cells | Fluo-8 calcium fluorescence; scaled to maximal ATP response, vehicle zero | activation, % at 3 µM | 360,000 compounds, 0.48% hits; in the data active means activation above about 15%;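 further: untransfected CHO-K1 host cells lacking M1 receptor as counterscreen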
CHO-K1 Ca antag: M1 antagonist counterscreen hit in parental CHO-K1 cells; inhibition, % at 3 µM; 360,000 compounds, 0.6% hits; ATP-induced calcium, Fluo-8 fluorescence;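 active means inhibition above a per-plate cutoff, the plate's mean sample inhibition plus 3 SD, cut at about 24% in these data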;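 further: 0% = DMSO plus EC80 ATP and 100% = DMSO alone without ATP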
TAAR1 ag: human TAAR1 agonists, primary screen, Fluo-8 calcium fluorescence, CHO RD-HGA16 cells | Trace amine-associated receptor 1 (Homo sapiens), Q96RJ0 | vehicle wells 0%, saturating PEA agonist 100% | activation, % at 3 µM | 360,000 compounds, 0.99% hits | AID 624467, 2012;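 active means activation above the mean activation of all test compounds in the run plus 3 SD, cut at about 38% in these data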
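Test system: RD-HGA16 (CHO) cells co-expressing Gα16 and hTAAR1 | Doses: Single dose, 3 µM | Schedule: 17-24 h seeding, 75 min 37 °C dye, 30 min RT | Evaluation: % activation from peak over basal fluorescence ratio, DMSO-to-PEA scaled | Technique: Kinetic Fluo-8 calcium fluorescence | Benchmarks: Low control DMSO, high control PEA (EC100)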
The depositor's hits bear a star; . = not tested or not shown.

compound	M1 PAM parental	CHO parental Ca	TAAR1 antag	V1R ag counter	OXTR potentiator	CHRM1 agonist	M1 ag parental	CHO-K1 Ca antag	TAAR1 ag
CCc1ccc(OC(C)C(=O)N(Cc2ccccc2)C2CCS(=O)(=O)C2)cc1 (stereo unspecified)	-20.3	-20.3	9.3	1.8	-7.8	-5.0	0.8	-11.1	-2.5
CC(C)c1ccc(NC(=O)Cc2ccc(NC3=NC4CS(=O)(=O)CC4S3)cc2)cc1 (stereo unspecified)	3.7	3.9	-22.5	0.9	0.7	-3.1	-0.1	-3.8	1.2
Cc1ccc(NC(=O)CN2C(=O)NC3(CCC(C)CC3)C2=O)c(Cl)c1 (stereo unspecified)	31.4	-18.4	7.6	-1.4	3.1	-7.0	0.3	-31.4	14.2
CCn1c2ccccc2c2cc(NC(=O)c3cccc([N+](=O)[O-])c3)ccc21	6.8	-6.4	-10.4	0.7	-1.6	-6.0	0.6	-10.3	1.3
Cc1ccc(CNC(=O)COc2ccc3c(c2)CCC3)cc1	7.0	4.0	2.8	0.1	-1.3	-4.3	0.4	-2.9	-2.1
Cc1ccc(S(=O)(=O)N2CC(C(=O)O)=CC[C@H]2c2ccc3c(c2)OCO3)cc1	-14.4	-9.2	11.1	-0.1	-4.7	-4.3	0.0	-5.2	6.0
O=C(CCN1C(=O)C2CC=C(Cl)CC2C1=O)NCc1ccccc1 (stereo unspecified)	13.0	-4.8	-22.3	0.9	-11.3	-2.6	-0.1	-13.1	2.1
Cc1cccc(NC(=O)Nc2ccc(S(=O)(=O)Nc3onc(C)c3C)cc2)c1	8.4	-10.3	6.8	-0.2	0.9	-4.1	1.6	-10.9	9.1
CC(=O)c1ccc(S(=O)(=O)Nc2ccc(-c3ccc4nncn4n3)cc2)cc1	16.2	-4.8	5.9	0.3	4.4	1.2	1.0	-11.6	1.3
CCOc1ccc(NS(=O)(=O)c2cc(NC(=O)CCC(=O)c3cccs3)ccc2Cl)cc1	16.2	-12.7	-1.4	0.5	-9.2	-6.6	1.1	-0.2	5.7

compound	M1 PAM parental	CHO parental Ca	TAAR1 antag	V1R ag counter	OXTR potentiator	CHRM1 agonist	M1 ag parental	CHO-K1 Ca antag	TAAR1 ag
CCNc1nc(NCC)nc(N/N=C/c2ccc(N(C)C)cc2)n1	10.0	-16.9	6.3	-0.4	-3.8	-5.1	2.9	5.5	4.1
C#Cc1ccc([C@H]2C=C(C(=O)O)O[C@@H](OCc3ccc(CO)cc3)C2)cc1	-7.8	-7.0	-0.6	-0.3	-9.2	-2.3	-0.1	-3.8	1.7
Cn1c(=O)c2cc(NC(=O)CCc3ccc4c(c3)OCO4)ccc2n1Cc1ccc(F)cc1	6.6	.	-1.6	.	.	0.8	7.7	-6.7	10.2
Cc1ccc(C(=O)N2CCN(Cc3ccccc3)CC2)cc1S(=O)(=O)N1CCOCC1	-8.7	.	-10.9	.	.	-2.6	0.7	1.9	1.4
COc1cc(OC)cc(C(=O)Nc2ccc(NC(=O)c3ccco3)c(Cl)c2)c1	-6.1	-14.4	4.0	-0.6	-17.6	-5.0	0.2	1.4	-0.3
COc1ccc(NC(=O)COc2ccc3oc(=O)cc(C)c3c2)cc1	14.6	-15.9	18.9	0.0	-1.0	0.1	2.7	-7.7	2.3
CC(=O)c1cccc(NC(=O)C(C)OC(=O)C2CCC2)c1 (stereo unspecified)	-10.5	-9.9	3.2	1.3	-9.6	1.8	0.0	0.8	0.7
O=C(COC(=O)c1cc(Cl)ccc1[N+](=O)[O-])Nc1cccc2ccccc12	20.9	-4.1	26.5	-0.9	-1.8	-11.1	1.2	-6.4	-1.1
Cc1ccccc1-c1noc(-c2ccccc2C(=O)N2CCCC2)n1	14.2	-9.3	16.9	-0.9	-4.1	-3.4	1.9	-11.6	18.4
Fc1ccc(N/N=C/c2cccnc2)c(F)c1	-14.2	-3.9	4.9	0.1	-9.0	-1.3	0.7	2.8	14.3

compound	M1 PAM parental	CHO parental Ca	TAAR1 antag	V1R ag counter	OXTR potentiator	CHRM1 agonist	M1 ag parental	CHO-K1 Ca antag	TAAR1 ag
COc1ccc(/C=C2/N=C(SC)NC2=O)cc1OC	-9.3	-20.2	-18.8	0.1	0.0	-3.5	0.4	-2.0	4.8
Cc1cc(OCC(=O)OC(C)C(=O)Nc2ccc(N3CCOCC3)cc2)ccc1Cl (stereo unspecified)	1.4	-9.6	5.3	5.8	-10.5	2.0	4.0	-9.9	6.3
O=c1c2ccccc2nc(COc2ccccc2)n1/N=C/c1cn[nH]c1-c1ccccc1	14.3	-18.5	55.1*	3.5	-6.0	-3.6	4.9	3.6	8.7
Cc1ccc(NS(=O)(=O)c2cccc(C(=O)NCc3ccccn3)c2)cc1	-22.1	-24.6	-5.0	3.9	-10.9	-0.6	0.9	15.4	3.4
Cc1cc(N2C(=O)C(O)=C(C(=O)c3cccs3)C2c2ccccc2)no1 (stereo unspecified)	-6.4	-3.2	-35.6	-0.1	-1.1	-2.2	-0.9	12.1	9.9
CCn1c(NCc2cc(OC)ccc2OC)nc2ccccc21	7.3	-12.9	11.6	0.8	-0.9	-3.7	0.8	-5.1	0.7
CNC(=O)C1CCN(S(=O)(=O)c2c(C)noc2/C=C/N(C)C)CC1	-4.4	-0.5	-18.3	0.2	-5.4	-2.3	0.1	-12.2	2.4
CCOC(=O)Cn1nc(C)c(NC(=O)COc2ccccc2)c1C	0.1	10.7	14.0	1.8	-12.7	-1.0	0.3	-4.3	1.6
C=CCOc1ccc(/C=C/C(=O)OCC(=O)NC(C)c2ccc(F)cc2)cc1 (stereo unspecified)	-10.0	-11.1	4.5	4.8	-12.2	1.4	0.4	-4.0	14.6
O=C(NCc1csc(-c2ccccc2)n1)c1ccco1	13.5	-2.1	7.4	1.4	-1.7	-1.9	1.1	-3.1	2.1

compound	M1 PAM parental	CHO parental Ca	TAAR1 antag	V1R ag counter	OXTR potentiator	CHRM1 agonist	M1 ag parental	CHO-K1 Ca antag	TAAR1 ag
CCN(Cc1ccccc1)Cc1c(F)cccc1F	17.4	-17.1	-20.2	-0.7	3.4	-6.8	-0.1	-11.9	14.2
O=C(NCc1ccccc1)C1CCCN(C(=O)NCc2ccccc2)C1 (stereo unspecified)	4.9	1.2	2.8	0.5	0.7	-3.9	0.3	-5.8	2.2
O=C(Cn1nnc2c(cnn2-c2ccc(F)cc2)c1=O)Nc1ccccc1C(F)(F)F	6.0	-0.7	14.5	-0.7	-0.6	-7.5	0.2	-9.8	2.2
COc1ccccc1CNC(=O)CSc1nc2c(oc3ccccc32)c(=O)n1CC1CCCO1 (stereo unspecified)	8.9	-9.0	-18.8	-0.4	6.5	-1.2	-0.4	-4.4	-0.5
Cc1ccc(S(=O)(=O)NCCC(=O)NNC(=O)COc2ccc(Br)cc2)cc1C	7.5	-18.4	-6.4	-0.4	-9.2	-5.2	-0.3	-12.7	6.7
COc1ccccc1N1CCN(Cc2nc3ccsc3c(=O)[nH]2)CC1	15.9	-2.4	10.0	-0.5	-11.6	-3.0	0.3	-8.7	3.3
Cc1[nH]c2ccccc2c1Cc1nnc(SCC(=O)NCc2ccco2)o1	11.1	-5.0	5.1	0.8	-5.9	-3.1	1.1	5.8	1.9
Cc1ccc(NC2=NC3(CCCC3)N=C(N)N2)c(C)c1	2.3	-12.3	-7.0	0.8	5.3	-8.2	0.2	-17.8	2.4
O=C(COC(=O)c1cc(S(=O)(=O)N2CCOCC2)ccc1F)c1ccc[nH]1	8.0	-18.0	-3.2	1.5	-3.0	-4.5	0.9	-6.8	8.0
Cc1cccc(NC(=O)c2cc(NC(=O)c3ccco3)ccc2N2CCCCC2)c1	23.6	-5.6	.	-0.1	-7.4	-4.5	0.5	-7.8	.

compound	M1 PAM parental	CHO parental Ca	TAAR1 antag	V1R ag counter	OXTR potentiator	CHRM1 agonist	M1 ag parental	CHO-K1 Ca antag	TAAR1 ag
CCCCSc1cnn(-c2ccccc2)c(=O)c1SCCCC	-5.3	29.6*	11.6	0.1	-2.3	-6.3	-0.2	13.2	5.0
CN(C)C(CNC(=O)c1ccc(NC(=O)c2cccs2)cc1)c1ccccc1 (stereo unspecified)	0.3	-12.9	-6.3	0.0	-0.9	-11.9	0.9	-1.9	24.4
N#CCC(=O)Nc1ccc(C(=O)OCC(=O)NC2CCCCCC2)cc1	-10.4	-0.3	-1.5	1.3	-9.6	-2.3	2.9	-23.6	1.5
CCCCOc1ccc(NC(=O)Nc2nnc(C)s2)cc1	16.7	-15.9	-13.6	-1.2	-1.3	0.4	3.0	-12.7	-0.6
CCOc1ccc(NS(=O)(=O)c2ccc(C(=O)N3CCCCC3)cc2)cc1	-19.3	10.0	42.3	27.8*	-16.2	23.4*	19.0*	5.8	67.0*
O=C(NNc1nc2cc3c(cc2s1)OCO3)c1cccc(F)c1	7.8	-4.3	13.7	3.1	-5.4	4.8	2.8	-7.7	1.5
COc1ccc(NC(=O)c2nc[nH]c2C(=O)NCc2ccccc2)cc1	8.1	-14.7	-6.0	0.0	1.4	-3.2	0.4	-2.3	2.6
Cc1nc2ccc(NC(=O)c3ccc(S(=O)(=O)N(C)c4ccccc4)cc3)cc2s1	-3.6	-9.0	58.9*	7.6	-11.6	-4.2	6.1	5.5	20.9
CCn1c(C(=O)N2CCC(C(=O)NCc3cccs3)CC2)cc2sccc21	7.5	-9.2	11.1	2.8	-2.0	-4.7	1.8	-1.4	10.0
CN(CCc1ccccc1)C(=O)c1cccc(NC(=O)Cc2cccc(NC(=O)C3CCCN(C(=O)c4ccccc4)C3)c2)c1 (stereo unspecified)	10.6	.	1.3	.	.	-4.2	0.2	-3.4	0.4

An excerpt from further up:
compound	M1 PAM parental	CHO parental Ca	TAAR1 antag	V1R ag counter	OXTR potentiator	CHRM1 agonist	M1 ag parental	CHO-K1 Ca antag	TAAR1 ag
COc1ccc(NC(=O)c2nc[nH]c2C(=O)NCc2ccccc2)cc1	8.1	-14.7	-6.0	0.0	1.4	-3.2	0.4	-2.3	2.6
Cc1nc2ccc(NC(=O)c3ccc(S(=O)(=O)N(C)c4ccccc4)cc3)cc2s1	-3.6	-9.0	58.9*	7.6	-11.6	-4.2	6.1	5.5	20.9
CCn1c(C(=O)N2CCC(C(=O)NCc3cccs3)CC2)cc2sccc21	7.5	-9.2	11.1	2.8	-2.0	-4.7	1.8	-1.4	10.0

Assay outcomes from PubChem BioAssay.
